# Screening data from PubChem.
# GALR2 blocker: GALR2 antagonists in receptor-expressing cells, primary screen; actives 0.39% (n = 140,000); AID 828, 2007; inhibition, % at 4 µM; antagonist mode; in the data active means inhibition above about 27%;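 further: cells stimulated with galanin 1-16 at roughly its EC80; 0% = agonist challenge control and 100% = basal control without agonist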
# Target sequence (O43603 whole entry, looked up): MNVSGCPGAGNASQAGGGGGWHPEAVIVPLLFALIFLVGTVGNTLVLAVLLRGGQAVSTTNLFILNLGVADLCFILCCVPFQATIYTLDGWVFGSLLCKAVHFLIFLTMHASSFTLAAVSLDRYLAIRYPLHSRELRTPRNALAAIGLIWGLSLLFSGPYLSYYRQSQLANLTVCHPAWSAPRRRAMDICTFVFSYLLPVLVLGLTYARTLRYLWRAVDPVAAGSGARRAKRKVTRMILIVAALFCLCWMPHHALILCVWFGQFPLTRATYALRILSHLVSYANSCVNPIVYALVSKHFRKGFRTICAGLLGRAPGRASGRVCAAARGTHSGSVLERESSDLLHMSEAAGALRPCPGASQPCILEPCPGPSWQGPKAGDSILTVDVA
# E-sel TNF inh: E-selectin induction blockers in HUVEC – imaging, immunofluorescence, high content, primary screen; HUVEC TNFa-induced E-selectin immunofluorescence; inhibition, % at 2 µM; actives 0.71% (n = 120,000); AID 1246, 2008;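 active means inhibition above the batch mean plus 3 SD, and confirmed as a hit on visual image review, cut at about 43% in these data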;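 further: 0% = TNF-stimulated DMSO wells and 100% = unstimulated control wells; not every result past the cut was called active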
# MRP1 act: H69AR viability gain despite doxorubicin, primary screen, MRP-1 activator project, H69AR cells, CellTiter-Glo; viability rescue; viability increase, % at 10 µM; actives 0.61% (n = 140,000); AID 799, 2007;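 active means viability gain under doxorubicin at or above a set limit, the compound median plus 3 SD, cut at about 4.7% in these data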;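 further: MRP-1 overexpressing cells given doxorubicin 25 µM after compound pretreatment; 18-22 h compound pretreatment then 72 h with doxorubicin before readout; 0% = doxorubicin-only wells and 100% = vehicle-treated cells without doxorubicin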
# BB579 growth dn: growth inhibitors of yeast BB579 in restrictive medium, primary screen, yeast lifespan-shortening project, S. cerevisiae; OD615, 48 h; inhibition, % at 10 µM; actives 0.51% (n = 140,000); AID 804, 2007;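 active means inhibition above a set limit, 3 SD over the mean compound inhibition, cut at about 44% in these data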; further: inactives centre near -24
#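 Test system: DeaD yeast strain BB579 / Buffer or medium: restrictive glucose-based CSMM-D medium / Doses: single 10 µM dose / Schedule: 4 h cell preincubation, 48 h compound exposure, 30 °C humidified / Technique: culture absorbance at 615 nm / Controls: amphotericin B positive control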
# Yeast lifespan up: compounds extending yeast replicative lifespan, primary screen, S. cerevisiae, OD615; inhibition of the nicotinamide effect, % at 10 µM; actives 0.68% (n = 130,000); AID 775, 2007; S. cerevisiae growth with nicotinamide; deaD strain in restrictive glucose medium;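 active means inhibition above a set limit, placed 3 SD over the median of all compounds, cut at about 26% in these data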;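 further: 0% = nicotinamide-treated wells and 100% = cells grown without nicotinamide; some compounds called inactive have numbers as strong as hits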
#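 Assay system: engineered S. cerevisiae DeaD replicative-lifespan strain, galactose-grown log-phase cells; medium: restrictive CSMM-D dextrose medium; also added: nicotinamide, 1.5 mM, co-present with compound; schedule: 48 h compound exposure at 30 °C, humidified; detection: absorbance at 615 nm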
# Phagocytosis inh: inhibitors of macrophage phagocytosis, primary screen, imaging, J774A.1 cells, IgG beads. J774A.1 macrophage IgG-bead phagocytosis. inhibition, % at 5 µM. actives 0.07% (n = 110,000);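 active means inhibition above the mean of the plate negative controls plus 5 SD, cut at about 13% in these data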;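 further: phagocytic index as fraction of beads internalized from green versus red external bead signal; plate controls were DMSO negative control for no effect and cytochalasin-D positive control for full effect; some results beyond the cut were filed as inactive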
# PTEN del growth: growth suppression of PTEN-null HCT116, primary screen, cell-based, CellTiter-Glo | HCT116 PTEN-null viability, 60 h; stronger effect = lower value | viability, % at 10 µM | actives 1.2% (n = 140,000);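 active means viability at or below a set limit, 4 SD under the median of all tested compounds, cut at about 3.7% in these data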;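 further: PTEN knockout HCT116 line with beta catenin targeted HCT116 as companion control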
# NPY Y2 blocker: NPY-Y2 receptor antagonists, primary screen, cell-based; Neuropeptide Y receptor type 2 (Homo sapiens), P49146; NPY-Y2 expressing cells, antagonist mode; inhibition, % at 2.7 µM; actives 0.99% (n = 140,000); AID 793, 2007; in the data active means inhibition above about 17%;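 further: 0% = vehicle with agonist challenge and 100% = reference antagonist with challenge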
# Target sequence (P49146 whole entry, looked up): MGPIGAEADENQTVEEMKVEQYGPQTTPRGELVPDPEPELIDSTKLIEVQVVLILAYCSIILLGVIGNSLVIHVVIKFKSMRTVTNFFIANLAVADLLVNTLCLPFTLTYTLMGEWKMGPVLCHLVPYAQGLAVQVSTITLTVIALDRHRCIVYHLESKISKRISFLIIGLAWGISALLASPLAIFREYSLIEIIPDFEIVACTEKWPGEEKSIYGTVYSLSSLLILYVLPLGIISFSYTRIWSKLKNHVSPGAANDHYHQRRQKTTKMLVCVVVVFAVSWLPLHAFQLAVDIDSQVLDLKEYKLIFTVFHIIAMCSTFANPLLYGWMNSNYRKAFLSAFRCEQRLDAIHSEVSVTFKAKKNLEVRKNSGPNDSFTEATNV
# HCT116 bCat-KO: primary screen for growth suppressors in beta-catenin knockout HCT116 cells (colon tumor, human). viability, % at 10 µM. actives 1.5% (n = 140,000). HCT116 beta-catenin knockout viability, CellTiter-Glo, 60 h; stronger effect = lower value. AID 818, 2007;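 active means viability at or under a set limit, the compound median less 4 SD, cut at about 6% in these data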;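 further: 0% = Hyamine 1622 control at 20 µM and 100% = untreated cell control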
# Measles CPE: compounds protecting cells from measles virus cytopathic effect, primary screen, measles RdRp inhibitor project, single point, MLSMR library, absorbance | Measles virus-infected cells, CPE protection | protection (pct of control), % at 4 µM | actives 1.5% (n = 140,000); in the data active means protection mostly above about 24%, no sharp cut-off; inactive means mostly below about 26%; further: some compounds called inactive have numbers as strong as hits
# Starred values were filed as active, the others as inactive; . = no result given.
SMILES,GALR2 blocker,E-sel TNF inh,MRP1 act,BB579 growth dn,Yeast lifespan up,Phagocytosis inh,PTEN del growth,NPY Y2 blocker,HCT116 bCat-KO,Measles CPE
CNC(=O)c1ccc(-c2ccccc2)s1,5,14,-0.3,9,-9,0,106,1,96,20
N#Cc1ccc(-c2ccc(OCC(=O)NCC(=O)Nc3ccc(F)c(F)c3F)cc2)cc1,11,8,-1.3,-35,-5,-2,73,3,74,5
CCN1C(=O)CC(c2ccco2)Sc2ccccc21 (centres undefined),9,15,-6.1,-21,-14,0,83,0,80,3
C=CCN=C(NC#N)SCc1ccccc1,9,.,-2.2,-22,-31,.,102,2,107,5
CCn1c(SCC(=O)N2CCN(c3ccccc3)CC2)nnc1-c1c[nH]c2ccccc12,0,-1,0.7,-11,-12,0,18,0,15,7
O=C(CC1NCCNC1=O)Nc1ccc2c(c1)OCCO2 (centres undefined),-10,.,-0.2,-5,-10,0,90,5,94,5
Cc1nc2ccc(C(=O)c3ccccc3)cc2[nH]1,-6,-9,0.1,-29,-12,-1,102,4,115,8
CCCCn1c(SCC(=O)NCc2ccco2)nc2c(sc3ccccc32)c1=O,-13,1,-4.2,-10,-2,0,88,6,95,8
COc1cccc(OC)c1OCC(C)CNCC1CCCO1 (centres undefined),-7,33,-1.4,-54,-5,.,89,2,82,4
CCOC(=O)c1[nH]c2ccc(C)cc2c1NC(=O)CN1CCCCC1,5,-7,-2.3,-22,-15,-1,81,5,85,14
c1ccc(CSc2ccc(-c3cccs3)nn2)cc1,-1,.,1.1,-22,-4,-6,96,5,91,28*
CC1CCN(C(=O)c2cc(-c3ccccc3O)on2)CC1,-8,.,0.0,-91,-11,0,101,1,100,10
Cc1cc(=O)n2c3ccccc3n(CC(O)CN3CCCCC3)c2c1C#N (centres undefined),18,-51,-4.2,-9,-19,.,65,4,51,3
C=CCNC(=S)NNC(=O)c1cc(C)nc2ccccc12,-2,-1,-1.3,-7,4,-5,91,2,106,7
CC(=O)/C(=N/Nc1ccccc1)Sc1nnc(C(O)c2ccccc2)n1-c1ccccc1 (centres undefined),-10,.,-1.6,-5,-2,-3,106,0,89,15
Fc1ccc(-c2csc3ncnc(Nc4ccc(N5CCOCC5)cc4)c23)cc1,0,23,-0.1,-23,-4,.,38,-3,34,11
O=C(NC1CCCC1)C(c1ccsc1)N(C(=O)Cc1cccs1)c1cccc(F)c1 (centres undefined),-1,-15,-1.2,-81,-6,.,94,2,109,5
CC(=O)Oc1ccc(C2OC(=O)c3ccccc3N2C(C)=O)cc1 (centres undefined),-12,1,-1.0,-50,-2,0,102,0,103,3
CCOC(=O)c1ccc(NC(=O)CCc2nc(-c3ccc(Cl)cc3)no2)cc1,-3,-29,-5.7,-61,3,0,11,1,15,6
O=C(O)C1CC(=O)N(c2ccc(OCc3ccccc3)cc2)C1 (centres undefined),3,-9,0.2,-42,-2,1,101,1,90,6
COc1cc(C(O)P(=O)(OC2CCCCC2)c2ccc(N(C)C)cc2)cc(OC)c1OC (centres undefined),1,.,-2.1,-9,-13,-1,101,1,84,5
COc1cc(CNCCc2ccc(S(N)(=O)=O)cc2)ccc1OCc1ccc(Cl)cc1,-10,-10,-6.6,-47,-16,2,0.6*,4,0.6*,6
O=C(CSc1ccccc1)N(c1ccc(Br)cc1)c1nccs1,3,.,-1.2,-31,7,-10,72,4,83,5
COc1ccc(C(=O)/C=C/N2CCCCC2)cc1OC,3,-10,-2.8,53*,-6,-1,92,3,86,4
CS(=O)(=O)c1ccc(C(=O)Nc2cc(S(C)(=O)=O)ccc2Cl)cc1,-20,-9,1.2,-16,-2,-9,86,1,91,14
CC(NC(=O)c1ccc(Cl)cc1)c1nnc(SCc2ccc([N+](=O)[O-])cc2)n1C (centres undefined),10,-26,-2.7,-18,-17,-4,85,1,91,5
C/C=C/Cn1c(Br)nc2c1c(=O)n(C)c(=O)n2C,-4,-17,-2.1,15,-5,-1,97,5,95,16
FC(F)(F)c1ccccc1NC(=S)NN1CCOCC1,-17,17,-0.9,-33,-3,-1,106,4,93,47
CCN(CC)C(=O)CSc1nc2ccccc2c(=O)n1CC,-5,-6,-1.8,-11,-4,-1,88,5,108,31
CCNC(=O)c1ccc(-n2nc(C)cc2-c2ccccc2)cc1,0,-20,-3.2,-14,1,.,95,12,94,12
Cc1cc(C)n(C(=O)CCCCCC(=O)n2nc(C)cc2C)n1,2,3,-1.3,-4,-5,.,92,5,91,29
CCOc1ccc(C(=O)NCc2ccccc2OC)cc1,6,.,3.1,-5,-5,2,109,1,96,9
COc1ccccc1N1CCN(C(=O)CN(c2ccccc2OC)S(=O)(=O)c2ccccc2)CC1,-6,-10,-0.9,11,-9,0,63,2,62,5
O=C(O)C1CC=CCC1C(=O)N1CCCC1 (centres undefined),-3,6,-0.7,-28,-4,0,98,1,94,14
N#C/C(=C\c1ccc(F)cc1)c1n[nH]c(Cn2cncn2)n1,-13,6,-3.4,-37,-3,-2,87,1,90,7
COc1ccc(C)cc1NC(=O)c1cnc2scc(C)n2c1=O,1,-27,-3.3,13,-7,-1,78,4,78,9
COC(=O)c1ccccc1NC(=O)/C=C/c1ccco1,-1,-12,-3.1,-11,-7,-3,98,-3,89,6
CC(C)C(=O)NC(C)C(c1cccs1)N1CCOCC1 (centres undefined),3,.,-0.7,-49,-5,0,103,7,99,15
CSCCC(NC(=O)c1cccc(S(=O)(=O)N2CCOCC2)c1)C(=O)Nc1cccc(C)c1 (centres undefined),19,.,-3.1,-18,2,-1,73,2,73,13
CC(C)(C)NCC(O)COc1ccccc1C(C)(C)C (centres undefined),6,-34,-3.6,-6,.,-1,84,4,77,4
CCCCCn1c(CCCNC(=O)CC)nc2ccccc21,12,-24,-2.7,-14,-7,.,104,11,92,2
Cc1ccccc1-c1nc(CN2CCC(C(=O)NCc3ccco3)CC2)c(C)o1,-3,9,-0.6,-52,-8,-2,98,3,100,.
CCN1CCCC1CN(Cc1cc2c(C)cc(C)cc2[nH]c1=O)C(=O)NC1CCCCC1 (centres undefined),-9,-26,-0.7,-14,6,-1,69,6,68,9
COCCn1nnnc1C(CC(C)C)N1CCN(c2ccccc2)CC1 (centres undefined),15,3,-1.7,-5,.,.,91,4,84,27
CC(C)c1ccc(OCC(=O)NC(=S)Nc2ccc3c4c(cccc24)CC3)cc1,-4,-33,-3.9,-35,-15,-1,85,-1,93,11
CN1CCN(c2ccc([N+](=O)[O-])c(-n3nc(-c4ccccc4)c4ccccc4c3=O)c2)CC1,-13,.,-4.2,-9,-7,-1,64,0,63,2
Cc1cc(CSc2ccccc2)ccc1NC(=O)c1ccc(Cl)c([N+](=O)[O-])c1,-18,-11,-0.8,-24,-1,1,78,4,77,7
Cc1[nH]c2ccccc2c1C(=O)CSc1nc2ccccc2[nH]1,0,0,-2.6,-18,-8,.,71,1,84,7
Cc1nnc(OCC(=O)NCCC2=CCCCC2)c2ccccc12,-9,-23,-0.1,-29,-6,-1,95,4,100,5
Cc1ccc(C(C#N)c2ccc3c(C(F)(F)F)cc(C(F)(F)F)nc3n2)cc1 (centres undefined),-8,-8,-5.1,9,-1,3,20,-2,28,16
COc1ccc(NS(=O)(=O)c2ccc(NC(=S)NC(=O)C(C)C)cc2)cc1,3,-21,-1.7,-27,-9,.,77,4,81,32
O=C(c1cc2nc(-c3ccco3)cc(C(F)(F)F)n2n1)N1CCN(c2ccc(F)cc2)CC1,-14,.,0.8,-23,-7,-1,79,0,72,20
O=C(CN1CC(=O)Oc2ccccc21)NCc1ccco1,12,15,-2.3,-2,-3,0,70,2,61,3
O=C(Nc1ccccc1C(=O)N1CCNCC1)c1ccco1,6,-5,-2.1,5,.,.,98,1,97,9
c1ccc(C(Cc2nc(-c3ccncc3)no2)c2ccccc2)cc1,15,-35,-1.3,-56,-13,.,29,23*,27,4
C/C(CC(=O)Nc1ccc(C)c(Cl)c1)=N\NC(=O)Cc1ccccc1,3,.,0.7,-24,-4,-5,91,0,85,5
OC(CN1C2=NCCN2c2ccccc21)c1ccccc1 (centres undefined),4,-4,-4.2,-16,-19,-1,88,2,92,6
CCOc1ccc2ccccc2c1/C=N/NC(=O)CNC(=O)C(c1ccccc1)c1ccccc1,-6,33,2.2,-40,1,-9,74,4,78,9
CCCCn1c(SCC(N)=O)nnc1-c1cc(OC)c(OC)c(OC)c1,-6,-18,-2.0,-23,-4,-1,93,-1,92,11
CCCOP(=O)(OCCC)c1nc(-c2ccccc2)oc1NCc1ccccc1,-5,.,-0.8,-50,5,-1,79,9,90,4
# Following part
SMILES,GALR2 blocker,E-sel TNF inh,MRP1 act,BB579 growth dn,Yeast lifespan up,Phagocytosis inh,PTEN del growth,NPY Y2 blocker,HCT116 bCat-KO,Measles CPE
O=S(=O)(Nc1cc(Cl)ccn1)c1ccc(Cl)cc1,-9,27,-2.8,-17,-3,-1,97,3,72,4
CN1c2ccccc2C(O)=C(C(=S)Nc2ccc(F)c(Cl)c2)S1(=O)=O,-1,19,-1.3,-37,-12,-1,91,1,97,41*
Cc1cc(Oc2ccccc2)nc(SCC(=O)Nc2ccccc2)n1,9,-56,0.6,2,-9,-1,84,5,102,6
CCn1c(SCC(=O)Nc2nc(C)c(C)s2)nnc1-c1ccco1,0,-6,-2.7,-22,-18,0,99,1,101,8
O=Nc1c(O)n(Cc2ccc(Cl)cc2Cl)c2ccccc12,17,-39,-2.5,-22,-4,1,91,5,98,10
CCOC(=O)c1ccccc1NS(=O)(=O)c1ccccc1F,-9,.,-0.3,-32,-5,1,75,6,69,33*
C=CCSc1nc(NC)c2sccc2n1,-2,-13,-2.8,-34,-30,.,113,1,96,19
CCOC(=O)c1cccc(N2C(=O)c3ccccc3S2(=O)=O)c1,-9,-19,1.6,-37,-15,0,107,1,113,12
CCOC(=O)Nc1cc2c(cc1C(C)=O)OCO2,-3,-21,0.4,-30,-14,0,94,0,86,4

# Four entries drawn at random from the list so far, as already listed:
SMILES,GALR2 blocker,E-sel TNF inh,MRP1 act,BB579 growth dn,Yeast lifespan up,Phagocytosis inh,PTEN del growth,NPY Y2 blocker,HCT116 bCat-KO,Measles CPE
O=Nc1c(O)n(Cc2ccc(Cl)cc2Cl)c2ccccc12,17,-39,-2.5,-22,-4,1,91,5,98,10
CCn1c(SCC(=O)Nc2nc(C)c(C)s2)nnc1-c1ccco1,0,-6,-2.7,-22,-18,0,99,1,101,8
Cc1cc(Oc2ccccc2)nc(SCC(=O)Nc2ccccc2)n1,9,-56,0.6,2,-9,-1,84,5,102,6
O=S(=O)(Nc1cc(Cl)ccn1)c1ccc(Cl)cc1,-9,27,-2.8,-17,-3,-1,97,3,72,4
